Luc counter: blocks Kinase-Glo luciferase, a counter-screen artifact; hit rate 0.28% among 200,000; Kinase-Glo luciferase, ATP luminescence, 8 min; Potency, µM (series often up to 38.3 µM), for inactives: at the top dose activity change, negative = inhibition, hits mostly inhibitors; AID 1379; also: potency is read from the fitted curve at half-maximal effect; % is scaled to controls: 0 for no effect and ±100 for the full control effect; nearly all actives have a fitted effect of over 60% in size
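Inhibition of Kinase-Glo luciferase light generation was assessed at 10 uM ATP in pH 7.2 imidazole buffer, with luminescence measured after eight minutes at ambient temperature.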
HTT aggregate: reduces HttQ103-GFP aggregates in PC12 cells | PC12 HttQ103-GFP aggregates, Acumen cytometry, 40 h | Potency, µM (top dose mostly 46.1 µM), inactives show at the top dose activity change, negative = inhibition, usual class: inhibitors | hit rate 1.1% among 220,000; also: potency is read from the fitted curve at half-maximal effect; % is scaled to controls: 0 for no effect and ±100 for the full control effect; nearly all actives have a fitted effect of over 60% in size
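PC12 cells with ecdysone-inducible HTT exon1 Q103-GFP, induced by 100 nM tebufenozide, given compounds in a concentration series. GFP aggregates (1–25 um, 6 SD above background) counted in lysates by laser-scanning cytometry, 488 nm excitation.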
SMN2 splice enh: enhancers of SMN2 splice variant expression | Potency, µM (titrated, usually from 46.1 µM), inactives show at the top dose activity change, positive = activation, usual class: activators | AID 1458 | HEK293 SMN2-luciferase splicing reporter, luminescence, 30-36 h | hit rate 2.8% among 210,000; also: potency is read from the fitted curve at half-maximal effect; % of control where 0% means no effect; nearly all actives have a fitted effect of over 55% in size
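HEK293 cells carry an SMN2 minigene-luciferase reporter in which exon 7 inclusion puts luciferase in frame. Cells were seeded at 2000 cells/well, attached for 10-12 hours, then exposed to compounds for 30-36 hours at 37C before ONE-Glo luminescence.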
IMPase Li inh: membrane-permeable IMPase blocker, potentiated with lithium; CHO-M1 cells, IP1 TR-FRET (IP-One), carbachol + lithium; Potency, µM (series often up to 59.4 µM), for inactives: at the top dose activity, negative = IMPase inhibition, hits mostly inhibitors; hit rate 0.35% among 210,000; AID 1457;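 also: IP1 builds up when IMPase is blocked and the TR-FRET signal falls; potency is read from the fitted curve at half-maximal effect; plate controls were basal vehicle for no effect and high inhibitor control for full effect; nearly all actives have a fitted effect of over 50% in size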
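CHO cells stably expressing M1 receptor (2000/well) were cultured 16–30 h, then exposed to compounds with a small lithium addition for 30 min at 37C. IP1 was measured by TR-FRET competition; AC50 from Hill fits.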
HTT cytoprotect: protects HTT-Q103 PC12 cells, measured by ATP | PC12 HTT-Q103 induced, cytoprotection, ATP luminescence, 40 h | Potency, µM (top dose mostly 56.4 µM), inactives show cytoprotection (ATP increase), hits mostly activators | hit rate 0.14% among 230,000;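 also: potency is read from the fitted curve at half-maximal effect; % of control where 0% means no effect; nearly all actives have a fitted effect of over 45% in size; toxic huntingtin expression switched on by the ecdysone agonist tebufenozide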
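Stable PC12 Q103-GFP cells in serum-supplemented, phenol red-free DMEM; induction by tebufenozide at 100 nM final; compound dose series; cell viability quantified luminescently from ATP.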
CBFb RUNX1 block: CBF-beta/RUNX1 interaction disruption; Q01196+Q13951; AlphaScreen CBFb-His/RUNX1-biotin binding, biochemical; Potency, µM (top dose mostly 59.8 µM), inactives show at the top dose activity, negative = inhibition, usual class: inhibitors; 230,000 tested, under 10 active; AID 1477; also: % of control where 0% means no effect
Target sequence (Q01196 whole entry, looked up): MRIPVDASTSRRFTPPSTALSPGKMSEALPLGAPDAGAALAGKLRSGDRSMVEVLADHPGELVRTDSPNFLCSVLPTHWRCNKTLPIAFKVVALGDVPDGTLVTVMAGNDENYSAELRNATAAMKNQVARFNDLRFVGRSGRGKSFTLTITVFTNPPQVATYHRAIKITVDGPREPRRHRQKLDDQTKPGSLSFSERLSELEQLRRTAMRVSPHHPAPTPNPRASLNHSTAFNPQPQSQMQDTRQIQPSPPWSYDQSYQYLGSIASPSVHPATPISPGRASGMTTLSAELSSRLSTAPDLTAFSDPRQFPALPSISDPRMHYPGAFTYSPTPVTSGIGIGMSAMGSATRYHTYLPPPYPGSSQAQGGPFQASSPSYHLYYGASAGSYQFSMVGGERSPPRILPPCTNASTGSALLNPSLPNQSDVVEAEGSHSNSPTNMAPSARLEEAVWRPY
Target sequence (Q13951 whole entry, looked up): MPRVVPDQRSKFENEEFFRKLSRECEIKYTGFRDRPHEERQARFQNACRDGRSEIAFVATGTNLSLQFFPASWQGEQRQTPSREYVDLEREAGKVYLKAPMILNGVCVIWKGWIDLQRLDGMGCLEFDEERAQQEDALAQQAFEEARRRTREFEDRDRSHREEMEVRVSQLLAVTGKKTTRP
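AlphaScreen binding: CBFb-His and RUNX1-biotin (30 nM each) preincubated 20 min, compound added for 15 min, then nickel and streptavidin beads for 90 min, all at room temperature. Disruption of the interaction by any mechanism counts as activity.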
Lamin A splicing: modulators of lamin A splicing; HeLa LMNA splicing GFP/RFP minigene ratio, 48 h; Potency, µM (doses to about 46.1 µM), for inactives: at the highest dose ratio change, negative = inhibition, hits mostly inhibitors; hit rate 0.01% among 200,000; active = well fitted inhibition curve with a large enough effect in the signal ratio, with a control signal flat, not every such curve was filed as active; inconclusive = small, poorly fitted or top-dose-only effect, or effect the other way, or a change in a side signal; the % refers to the signal ratio; also: potency is read from the fitted curve at half-maximal effect; % is scaled to controls: 0 for no effect and ±100 for the full control effect
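Read-out is the ratio of GFP to DsRed2 object intensity, acquired by 488 nm laser-scanning cytometry on HeLa lamin A-EGFP minigene reporter cells. Compound incubation 48 hrs at 37 °C in Opti-MEM with 2% FBS; DMSO 0.5% final.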
* marks the source's active call; other numbers are inactive results; ? = inconclusive; / = not tested or not shown; & = joins results of further samples; [ ] = remark or other dose. Unless noted, calls follow the shape of the dose curve; as a rule, active = well fitted curve in the direction sought with a large enough effect; inconclusive = small, poorly fitted or top-dose-only effect, or another doubt; inactive = no such curve, though single readings can be large; an effect the other way counts as inactive or inconclusive. A portion of the library (hit frequency here may not be typical).

Order of values: Luc counter, HTT aggregate, SMN2 splice enh, IMPase Li inh, HTT cytoprotect, CBFb RUNX1 block, Lamin A splicing
CSSC
→ /, /, -1%, 15%, -10%, ?, /
Cc1ccc(C(=O)Nc2ccc(-n3ccnc3P(=O)(O)c3ccccc3)cc2)cc1
→ -4%, 8%, 1%, -5%[38.3 µM], 3%, 3%, 2%
O=C1NC(=O)C(=O)C(=O)N1
→ 1%, /, -1%, 3%, /, /, 1%
O=C(COc1ccc(S(=O)(=O)N2CCCCC2)cc1)N1CCN(Cc2ccccc2)CC1
→ 2%, -15%, -58%[inhibitor], 17%[38.3 µM], 26%[10 µM], 8%, ?
O=c1[nH]c(=S)n(-c2ccccc2)c(O)c1/C=N/N1CCCCC1c1cccnc1 (stereo not given)
→ /, -22%[9.22 µM], /, /, 6%[10 µM], 9%, -10%[46 µM]
CC1CN(c2cc([N+](=O)[O-])ccc2Cl)CC(C)N1 (stereo not given)
→ -2%, ?, 3%, 8%, ?, -1%, ?
Clc1cccc(SC2CCNCC2)n1
→ 1%, 0%, 1%, 9%&6%, ?, 8%, /
CCNc1nc2[nH]c(=O)c3c(c2s1)OC(N)=C(C#N)C3c1cccs1 (stereo not given)
→ -3%, 28%, 2%, -5%[38.3 µM], 3%, -12%, -3%
COc1cccc(CN2CCN(C(=O)COc3ccc4ccccc4c3)CC2)c1
→ 2%, 4%[9.22 µM], 5%, -19%[38.3 µM], -20%, -4%, ?
O=C1OC(c2ccc(Br)cc2)=N/C1=C\N1CC2CC(C1)c1cccc(=O)n1C2 (stereo not given)
→ /, 21%[9.22 µM], /, /, 0%[10 µM], 0%, /
CCCCSP1(=S)NCCCN1
→ -5%, -6%, 4%, -19%[38.3 µM], ?, 10%, 9%
O=C1NC(=O)N(CCNc2ncc(C(F)(F)F)cc2Cl)C(=O)C1/C=N/OCc1c(F)cccc1Cl (stereo not given)
→ -2%, -17%, -44%[inhibitor], 15%[38.3 µM], -23%, 1%, 11%
CCC1(CC)C(=N)N(C)C(=O)NC1=O
→ 1%, 12%, 9%, -2%, -12%[10 µM], 1%, -10%
Cc1ccc(/C=C2/C(=O)NC(=O)N(CCc3ccc(F)cc3)C2=O)o1
→ -8%, 7%, -15%, -3%[38.3 µM], -26%, -5%, ?
O=[N+]([O-])c1ccc(NCc2ccccc2)c2nonc12
→ -3%, ?, -3%, -7%, -39%[inhibitor], 4%, ?
C=CC(C)C(C(=O)c1ccccc1)N(C)C (stereo not given)
→ -5%, -2%, 4%, 8%, -15%, 1%, -22%[9.22 µM]
C[N+]12CCC(CC1)C(=C(c1ccccc1)c1ccccc1)C2
→ 1%, -3%, -1%, 27%, -8%[10 µM], 2%, ?
COC(=O)C1C2c3ccccc3C(c3ccccc32)C1C(=O)OC (stereo not given)
→ /, -7%, /, 5%, -11%, 3%, /
Cc1sc2nc(COC(=O)Cc3ccccc3)[nH]c(=O)c2c1C
→ -3%, 10%, 0%, -6%[38.3 µM], 15%[10 µM], 2%, 3%
OC12CCCCC1C(c1ccccc1)NCC2 (stereo not given)
→ 8%, 4%, -4%, 2%[38.3 µM], 3%, 4%, -2%
COc1ccc(-n2c(SC)nc3ccccc3c2=O)cc1
→ -5%, -17%, -11%, -6%[38.3 µM], -23%, 23%, ?
Oc1c(Cl)cccc1Cl
→ /, /, -9%, 8%, -4%, -4%[21.7 µM], /
Cc1cc(NC(=O)CCl)on1
→ 3%, -8%, 27%, -6%, -11%, -1%, /
Cc1ccc(-c2nn(Cc3ccccc3)cc2C=O)cc1
→ 0%, -9%, ?, 0%, 3%[10 µM], -5%, -14%
NC1=NC([S][Hg][c]2ccc(N)cc2)c2ncn([C@@H]3O[C@H](CO)[C@@H](O)[C@@H]3O)c2N1 (stereo not given in full)
→ ?, /, -104%[inhibitor][9.22 µM], 17%, /, /, /
O=[N+]([O-])c1cccc2c([N+](=O)[O-])cccc12
→ /, /, -10%, -22%, -1%, 2%[21.7 µM], /
CCN(CC)c1ccc(N=Cc2c(O)n(CCC3=CCCCC3)c(=O)[nH]c2=O)cc1
→ -8%, 15%, -10%, -12%[38.3 µM], -11%, 8%, -1%
CN1CCC2=C[C@H](O)[C@@H]3OC(=O)c4cc5c(cc4[C@H]3[C@H]21)OCO5
→ 0%[17.1 µM], /, -16%[20.6 µM], -3%, ?, -7%[21.7 µM], -6%
CN(C)c1ccc(P(=O)(Nc2ccc([N+](=O)[O-])cc2)N2CCOCC2)c(NC(=O)c2cccs2)c1 (stereo not given)
→ -1%, -1%, 6%, 8%, -12%[10 µM], -4%, ?
O=NN(CCO)CCO
→ /, /, 1%, 16%, -7%, 6%[21.7 µM], /

The last three compounds of the section above lead into the next.
Order of values: Luc counter, HTT aggregate, SMN2 splice enh, IMPase Li inh, HTT cytoprotect, CBFb RUNX1 block, Lamin A splicing
CN1CCC2=C[C@H](O)[C@@H]3OC(=O)c4cc5c(cc4[C@H]3[C@H]21)OCO5
→ 0%[17.1 µM], /, -16%[20.6 µM], -3%, ?, -7%[21.7 µM], -6%
CN(C)c1ccc(P(=O)(Nc2ccc([N+](=O)[O-])cc2)N2CCOCC2)c(NC(=O)c2cccs2)c1 (stereo not given)
→ -1%, -1%, 6%, 8%, -12%[10 µM], -4%, ?
O=NN(CCO)CCO
→ /, /, 1%, 16%, -7%, 6%[21.7 µM], /
COc1cc2ccccc2c2cc([N+](=O)[O-])oc12
→ -3%[7.66 µM], /, -78%[inhibitor][9.22 µM], 4%, -66%[inhibitor][10 µM], /, /
CCCCC/C=C\C/C=C\C/C=C\C/C=C\CCCC(=O)O
→ 1%&1%&-1%, /, -7%&14%&-20%, -11%&5%&14%&14%, ?, 26%, ?
CC1(C)C(c2ccccc2)=NC(c2cccnc2)N1O (stereo not given)
→ 1%, 21%, 4%, 41%[38.3 µM], -15%, 0%, 5%
CC1(C)CC(=O)C(C=NCCN2CCN(C(=O)Cc3ccc(Cl)cc3)CC2)=C(O)C1
→ 0%, -1%, 3%, 7%[38.3 µM], -10%[10 µM], 6%, ?
CC1COC2N=C(N[N+](=O)[O-])NC2O1 (stereo not given)
→ -1%, -12%, -28%, -2%, -7%, 0%, /
Cc1ccnc(-n2c(C)nc3ccccc3c2=O)c1
→ 2%, -5%, ?, 3%, -4%[10 µM], -5%, 6%
CN1CCN(c2ccc(N)c(N3CCN(C)CC3)c2)CC1
→ -10%, ?, 5%, 60%[activator][38.3 µM], -4%[10 µM], -10%, -5%
COc1ccc(C[C@H]2NC[C@H](O)[C@@H]2OC(C)=O)cc1
→ 0%, /, /, -2%, -70%[inhibitor], 29%[21.7 µM], /
CCCCn1c(O)c(C(CC)=Nc2cccc(C(=O)O)c2)c(=O)[nH]c1=O
→ 0%, -17%, -5%, 20%[38.3 µM], 11%[10 µM], 6%, -14%
O=C(O)C(Br)Br
→ /, /, 0%, 6%, -55%[inhibitor], 3%[21.7 µM], /
NC(=S)Nc1ccccc1
→ /, /, -6%&6%, -2%&-14%, -1%&-7%, 6%&8%[21.7 µM], /
Cc1ccc(S(=O)(=O)N2CC2(C)CCl)cc1 (stereo not given)
→ /, 17%[9.22 µM], /, /, 24%[10 µM], 4%, /
C/C(=N\NC(=S)Nc1ccccc1)c1c(O)n(C)c(=O)n(C)c1=O
→ 0%, -8%, 28%, 4%, 8%[10 µM], -10%, 8%
CCC(=O)N1CC(=O)Nc2ccc(Cl)cc2C1c1ccc(F)cc1 (stereo not given)
→ 6%, 7%[9.22 µM], 2%, 19%[38.3 µM], -17%, 4%, ?
COC(=O)C1C(O)C(C)C(O)C(C)/C=C\C=C(/C)C(=O)Nc2c(C)c(OC(C)=O)c3c(c2O)C(=O)C(C)=C2OCOC(=C23)/C(C)=C/C(C)(O)C(O)C(C)C1O (stereo not given)
→ /, 9%[9.22 µM], /, /, 14%[10 µM], -24%, /
CC(C)(C)n1c(O)c(C=Nc2ccc3c(c2)CCC3)c(=O)[nH]c1=O
→ 2%, -10%, -24%, 20%, -19%[0.074 µM], 12%, -16%
O=C(N/N=C/c1cccnc1)c1ccc(NC(=O)C(c2ccccc2)c2ccccc2)cc1
→ -1%, -15%, -70%[inhibitor], -2%, /, 1%, ?
Cc1ccc(CN2CC3CC(C2)c2cccc(=O)n2C3)cc1 (stereo not given)
→ 0%, 8%, -9%, 31%[38.3 µM], 5%, -2%, ?
CC/C(=N\NC(=S)Nc1ccccc1)c1c(O)[nH]c(=O)[nH]c1=O
→ /, -4%[9.22 µM], /, /, -8%[10 µM], 5%, /
CC(C)N(CC#CCC1(O)c2ccccc2-c2ccccc21)C(C)C
→ 2%, 6%, -4%, 19%, 20%[10 µM], 1%, -8%
C[C@]12CCC3C(CC[C@]4(O)C[C@@H](O)CC[C@]34C=O)[C@@]1(O)CC[C@@H]2C1=CC(=O)OC1 (stereo not given in full)
→ 2%, /, /, 5%, -14%[1.9 µM], 15%[21.7 µM], /
CCN1CCN(C(=O)COc2ccc(S(=O)(=O)N(C)Cc3ccccc3)cc2)CC1
→ 0%, ?, -17%, -6%[38.3 µM], 3%, -6%, 4%
Cn1c(C(=O)N2CCC3(CC2)OCCO3)cc2c(=O)n(C)c3ccccc3c21
→ 0%, -17%, 2%, 20%, -8%[10 µM], 2%, -3%
O=C(Nc1cccc(F)c1)N1CC2(CCN(C(=O)Oc3ccccc3)CC2)C1
→ 1%, /, -15%, -7%, 10%, /, /
N=C1c2ccccc2CN1NC(=O)c1ccc(Cl)cc1
→ -5%, 8%, -3%, -20%[38.3 µM], -12%, -3%, 4%
N#Cc1ccc(CN2CC[C@@]3(CCCNC3)C2)cc1
→ -4%, /, -1%, 10%, 17%, /, /
C=C1C2CC[C@@]3(C)C(c4ccoc4)OC(=O)C[C@@]13OC1CC(=O)C(C)(C)C(C(OC(C)=O)C(=O)OC)[C@@]12C (stereo not given in full)
→ -1%, /, -19%, 11%, -41%[inhibitor], 19%, /
CC[C@H]1CN2CC[C@@H]1C[C@H]2[C@@H](O)c1ccnc2ccc(OC)cc12
→ -2%[17.1 µM], /, 19%[20.6 µM], 6%, -51%[inhibitor][17.1 µM], -13%[21.7 µM], -21%
COc1ccc(C(=O)Nc2sc3c(c2C(=O)O)CC(C)(C)OC3)cc1
→ -1%, -5%, -36%[inhibitor], -15%, /, -1%, ?

Source: PubChem BioAssay
